# Screening data deposited in PubChem by several laboratories.
# HRas wt GTP bind: human HRas wildtype GTP binding, change in either direction. P01112. GST-Ras wt beads, Bodipy-FL-GTP binding, flow cytometry; actives lie on both sides. GTP binding activity, % at 10 µM. 190,000 compounds, 0.14% hits. AID 759;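 active = GTP binding activity at least 20% away from the 100% baseline, either lowered as inhibitor or raised as activator; inconclusive = flagged as likely green fluorescent, judged across all proteins in the well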;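 also: 0% = unlabeled GTP competition control and 100% = no-compound control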
# Target sequence (P01112 whole entry, looked up): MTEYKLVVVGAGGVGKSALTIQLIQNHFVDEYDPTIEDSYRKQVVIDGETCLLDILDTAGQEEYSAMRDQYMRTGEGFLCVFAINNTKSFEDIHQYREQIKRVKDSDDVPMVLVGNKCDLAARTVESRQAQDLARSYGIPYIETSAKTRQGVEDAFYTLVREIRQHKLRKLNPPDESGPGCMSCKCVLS
# Pf gamet viab: kills late stage P. falciparum gametocytes. P. falciparum stage V gametocytes, ATP luminescence, 24 h. inhibition, % at 10.9 µM. 150,000 compounds, 0.065% hits;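 active = inhibition above the mean plus 3 SD of compounds within the control limits, set per campaign, cut at about 38% in these data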;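 also: 0% = DMSO wells and 100% = medium only without gametocytes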
# Cdc42 wt: human Cdc42 wildtype GTP binding change, either direction; P60953; GST-Cdc42 beads, Bodipy-GTP binding, flow cytometry; actives lie on both sides; percent activity (GTP binding), % at 10 µM; 190,000 compounds, 0.2% hits;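 active = percent activity GTP binding at least 20 points away from the 100% baseline, either down as inhibitor or up as activator; inconclusive = compound flagged as likely green fluorescent from well-wide comparison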;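 also: median bead fluorescence of bound Bodipy-FL-GTP at 100 nM; 0% = excess unlabeled GTP control and 100% = no compound control; below 100% means less GTP binding so inhibitor and above means activator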
# Target sequence (P60953 whole entry, looked up): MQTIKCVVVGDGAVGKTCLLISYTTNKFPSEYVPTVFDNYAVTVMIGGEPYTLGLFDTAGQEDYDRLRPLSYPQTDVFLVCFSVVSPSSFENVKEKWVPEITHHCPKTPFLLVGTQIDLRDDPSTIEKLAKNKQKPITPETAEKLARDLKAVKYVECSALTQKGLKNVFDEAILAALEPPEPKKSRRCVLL
# Rac1 mut GTP: alters GTP binding to activated mutant human Rac1. P63000. AID 764. GST-Rac1 activated beads, fluorescent GTP binding, flow cytometry; actives lie on both sides; 100% means binding = to untreated wells. percent activity (GTP binding), % at 10 µM. 190,000 compounds, 0.11% hits;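 active = GTP binding at least 20 percentage points away from the 100% baseline, in either direction, so actives lie on both sides; inconclusive = Compound likely fluorescent itself, or too few beads counted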
# Rab2A wt mod: changes GTP binding to wildtype dog Rab2A, up or down; P61105; GST-Rab2 wt beads, Bodipy-GTP binding, flow cytometry; GTP binding activity, % at 10 µM; 190,000 compounds, 0.19% hits;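 active = GTP binding activity at least 20 points away from 100%, either lowered or raised; inconclusive = signal likely due to the compound's own green fluorescence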;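 also: 0% = beads with excess unlabeled GTP and 100% = no-compound control corrected for plate trend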
# Avidin bead fluor: avidin bead compound fluorescence profile; Avidin beads, compound fluorescence 488/530 nm, flow cytometry; hits give high values; fluorescence (KMESF) at 10 µM; 220,000 compounds, 0.38% hits; in the data active = fluorescence above about 47; also: inactives centre near 10
# Rab7 wt GTP bind: modulators of GTP binding to dog Rab7 wildtype GTPase | GTP binding activity (percent of control), % at 10 µM | GST-Rab7 beads, fluorescent GTP binding, flow cytometry; actives lie on both sides; untreated = 100%, excess cold GTP = 0% | 190,000 compounds, 0.055% hits;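 active = fluorescent GTP binding to Rab7 beads changed by at least 20 points from the 100% baseline, either direction, mostly lower; inconclusive = compound itself probably fluorescent, or too few beads counted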;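 also: median green fluorescence of bound Bodipy-FL-GTP per Rab7 bead population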
# Mcl1 Noxa PPI: disrupts binding of human Mcl-1 to Noxa peptide | Q07820 | TR-FRET Mcl-1/Noxa peptide binding, 2 h | inhibition, % at 21.7 µM | 220,000 compounds, 1.5% hits | AID 1022;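 active = compounds that cut the protein-peptide binding signal by more than 50% relative to plate controls in a single-dose test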;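 also: His-tagged Mcl-1 with rhodamine Noxa BH3 peptide and terbium anti-His antibody; 0% = Mcl-1 plus Noxa peptide wells and 100% = peptide-only wells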
# Target sequence (Q07820 whole entry, looked up): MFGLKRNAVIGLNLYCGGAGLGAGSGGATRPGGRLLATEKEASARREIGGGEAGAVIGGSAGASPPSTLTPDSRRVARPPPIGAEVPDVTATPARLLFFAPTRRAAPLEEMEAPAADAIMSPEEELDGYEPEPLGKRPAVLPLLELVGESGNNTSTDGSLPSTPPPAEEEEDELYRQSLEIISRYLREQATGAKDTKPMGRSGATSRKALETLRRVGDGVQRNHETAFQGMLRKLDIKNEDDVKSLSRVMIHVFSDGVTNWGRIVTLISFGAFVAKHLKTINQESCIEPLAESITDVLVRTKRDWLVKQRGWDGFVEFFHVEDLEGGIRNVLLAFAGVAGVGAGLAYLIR
# Mcl1-Bid inh: Mcl-1/Bid interaction inhibition; AID 1021; 220,000 compounds, 0.97% hits; TR-FRET Mcl-1/Bid-Dy647 peptide binding, 1536-well; inhibition, % at 21.7 µM; Q07820;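 active = compounds that cut the binding signal by more than half at the single screening dose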;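 also: His-tagged Mcl-1 with europium anti-His antibody binding Bid BH3 peptide; 0% = Mcl-1 plus peptide wells and 100% = peptide-only wells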
# Rac1 wt GTP bind: alters GTP binding to wildtype human Rac1 | GST-Rac1 beads, fluorescent GTP binding, flow cytometry; actives lie on both sides; 0 = cold GTP competed, 100 = untreated | 190,000 compounds, 0.27% hits | P63000 | GTP binding activity (% of control), % at 10 µM;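 active = GTP binding activity at least 20 points away from the 100% control level, either lower or higher; inconclusive = compound flagged as likely green fluorescent, judged across all proteins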
# GSH bead fluor: compound fluoresces at 488/530 nm on GSH beads. GSH beads flow cytometry, compound fluorescence 488/530 nm; hits give high values. fluorescence (KMESF) at 10 µM. 190,000 compounds, 0.25% hits; in the data active = fluorescence above about 89;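 also: glutathione beads carrying GST-tagged Bcl family fusion proteins plus one bare bead set; values are compound well signal with DMSO vehicle wells as background; inactives centre near 16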
# * = called active by the depositor; ? = inconclusive; . = no result given. This is a random part of the collection; about 3% have a hit in one of these screens.
SMILES,HRas wt GTP bind,Pf gamet viab,Cdc42 wt,Rac1 mut GTP,Rab2A wt mod,Avidin bead fluor,Rab7 wt GTP bind,Mcl1 Noxa PPI,Mcl1-Bid inh,Rac1 wt GTP bind,GSH bead fluor
Cc1sc(N)c(C#N)c1C,100.0,-7.2,101.0,99.0,97.0,27,98.0,5.7,-49.0,103.0,4
CCCn1c(=O)c2c(C(F)(F)F)cc(-c3ccco3)nc2n(CCC)c1=O,98.0,.,102.0,97.0,98.0,9,98.0,-3.2,-13.2,103.0,32
COC(=O)CCSc1nccn1Cc1ccccc1,101.0,.,102.0,98.0,98.0,12,101.0,11.8,-53.1,98.0,28
COc1ccc(-c2noc(-c3ccccc3Cl)n2)cc1OC,98.0,1.9,100.0,97.0,98.0,37,100.0,2.4,-34.1,98.0,14
COC(=O)c1ccc(NC(=O)c2ccc(NC(=O)C3CCCO3)cc2)cc1 (stereo not given),96.0,-5.8,99.0,95.0,98.0,11,104.0,16.6,-2.3,101.0,15
O=C(OCc1cncs1)c1ccccc1Cl,95.0,.,95.0,91.0,97.0,7,104.0,-3.5,-18.0,97.0,16
Cc1sc(NC(=O)COc2ccccc2)c(C#N)c1C,91.0,5.7,91.0,92.0,93.0,21,94.0,6.6,-3.1,92.0,8
CC(=O)Nc1ccc(N2C(=O)CC(Sc3nc4ccccc4s3)C2=O)cc1 (stereo not given),95.0,-2.3,93.0,96.0,97.0,10,91.0,24.5,-3.1,93.0,10
Cc1ccc(NC(=O)/C(=C\c2cccnc2)NC(=O)c2ccco2)cc1,104.0,-24.5,104.0,101.0,103.0,15,96.0,8.6,-0.4,103.0,17
COc1ccc(-n2cc(CNCc3cnc4ccccn34)c(-c3cccc(F)c3)n2)cc1,95.0,22.1,97.0,94.0,96.0,4,96.0,14.8,-14.2,98.0,11
CCOC(=O)c1cn(Cc2ccc(Br)cc2)nn1,98.0,3.6,99.0,97.0,98.0,11,97.0,12.4,2.8,98.0,19
Cc1cc(C)n2nc(SCc3nnc(SCc4ccccc4C)s3)nc2n1,99.0,4.1,100.0,97.0,93.0,7,94.0,6.4,15.8,101.0,34
Clc1ccc(CSc2ncn(-c3ccccc3)n2)cc1,100.0,.,101.0,96.0,99.0,21,98.0,7.4,3.2,101.0,11
O=C(NCC1CCCO1)C1CCCN1C(=O)Nc1ccc(Cl)cc1 (stereo not given),97.0,-0.2,97.0,95.0,98.0,12,103.0,-7.1,-25.9,96.0,12
CC(=O)c1cccc(NC(=O)c2ccc(NS(C)(=O)=O)cc2)c1,99.0,9.6,102.0,100.0,101.0,31,99.0,22.1,-5.7,103.0,22
CC([NH2+][O-])C(C)(C)NO (stereo not given),104.0,.,106.0,100.0,101.0,25,102.0,-2.5,24.8,111.0,23
COc1ccc(NC(=O)CSc2nc3c(c(=O)[nH]2)CCC3)cc1OC,102.0,-28.0,105.0,100.0,102.0,10,100.0,-12.3,-20.0,100.0,15
COC(=O)CCC(=O)Nc1ccc(C)cc1OC(=O)CCC(=O)OC,103.0,.,104.0,99.0,101.0,6,100.0,18.3,-16.2,106.0,31
O=C(COC(=O)c1cnc(Cl)c(Cl)c1)NCc1ccco1,97.0,8.8,94.0,97.0,97.0,9,105.0,42.4,-39.7,99.0,9
CCCCc1cn([C@@H](CCCCNC(=O)OC(C)(C)C)C(=O)N2CCN(C(=O)OC(C)(C)C)CC2)nn1,98.0,.,97.0,96.0,97.0,7,99.0,7.2,-4.4,99.0,21
COc1ccc(NC(=O)CSc2nnc(-c3ccccn3)n2N)cc1,97.0,.,96.0,95.0,97.0,1,98.0,-1.6,-11.7,99.0,27
CCOc1cc(-c2cc(-c3ccccc3)nc(N)c2C#N)ccc1O,100.0,.,102.0,103.0,100.0,13,98.0,3.4,-19.6,106.0,16
NS(=O)(=O)c1ccc(NC(=S)NCc2cccs2)cc1,101.0,10.7,99.0,96.0,99.0,12,102.0,0.6,-39.3,100.0,23
COc1cccc(C(=O)N(Cc2ccco2)Cc2cc3cccc(C)c3[nH]c2=O)c1,104.0,-3.0,106.0,101.0,103.0,8,98.0,-1.5,-17.9,101.0,20
Cc1cccc(NC(=O)C2CCCN(C(=O)Nc3ccccc3)C2)c1C (stereo not given),101.0,-30.0,103.0,99.0,101.0,4,101.0,-20.9,-23.3,103.0,25
CN(C)c1nc(OCC(=O)NC(C)(C)C)nc(N(C)C)n1,100.0,.,98.0,96.0,98.0,11,101.0,23.0,10.7,99.0,12
Cc1cc(C)nc(Sc2nc(C)nc3c2oc2ccccc23)n1,104.0,4.1,106.0,101.0,104.0,6,102.0,29.2,38.6,105.0,22
O=C(CSc1nnnn1-c1ccc(F)cc1)NCc1cccs1,100.0,.,97.0,97.0,101.0,4,107.0,-10.8,-27.5,99.0,22
CCCCNC(=O)C1c2cc(OC)c(OC)cc2C(=O)N(C)C1c1ccc(OC)cc1 (stereo not given),103.0,.,105.0,100.0,103.0,5,99.0,7.3,-6.4,104.0,33
O=C(COc1ccc2ccccc2c1Br)NCc1ccccn1,98.0,-50.5,96.0,95.0,101.0,5,107.0,-7.0,-9.1,102.0,22
CC(NC(=O)C1CCCN(C(=O)N(C)C)C1)c1ccccc1 (stereo not given),100.0,-19.4,105.0,102.0,101.0,23,97.0,-1.1,-2.9,105.0,24
O=C(Cn1cc(/C=N/NC(=O)c2ccccc2Br)c2ccccc21)Nc1ccc(F)cc1,100.0,.,98.0,98.0,98.0,10,103.0,22.9,-6.2,102.0,12
CCOc1ccc(NC(=O)CNc2ccc(C)cc2Cl)cc1,99.0,-16.2,97.0,99.0,101.0,6,100.0,-7.8,-12.6,100.0,13
CCc1ccc(-c2nc(CN3CCCC(C(=O)NCCc4ccc(OC)c(OC)c4)C3)c(C)o2)cc1 (stereo not given),102.0,-3.6,104.0,99.0,103.0,8,103.0,0.5,-1.2,102.0,18
CN(C)c1ccc(C(=O)n2nnc3ccccc32)cc1,102.0,.,98.0,95.0,100.0,10,102.0,3.3,-19.2,96.0,6
CCC(C)(C(=O)NC1CCCC1)N(C)C(=O)Cc1c[nH]c2ccccc12 (stereo not given),99.0,-12.2,98.0,94.0,97.0,9,94.0,12.8,-6.7,100.0,19
COC(=O)CCCCC1SCC(NC(=O)OC)C1NC(=O)OC (stereo not given),?,.,?,?,?,6,?,-1.4,-26.4,?,6
COc1ccccc1CNC(=O)C1CCN(S(C)(=O)=O)CC1,94.0,.,98.0,93.0,94.0,13,95.0,10.9,-7.2,92.0,26
NC(N)=NNC(=O)c1ccccc1Cl,101.0,-40.9,101.0,100.0,101.0,8,97.0,9.5,2.2,106.0,10
O=C(NCc1ccncc1)NC1CCCCC1,93.0,-1.4,96.0,96.0,95.0,21,93.0,5.5,-3.5,99.0,23
CCN1C=C(C(=O)OC)C(c2cccc(OC)c2OC)C(C(=O)OC)=C1,100.0,-4.4,99.0,98.0,97.0,7,97.0,-12.3,-13.4,100.0,22
CC(=O)C1=C(O)C(=O)N(C2CCCCC2)C1c1ccccc1 (stereo not given),101.0,.,104.0,97.0,99.0,8,98.0,-2.4,-18.4,105.0,17
CN(C)CCN1C(=O)C(O)=C(C(=O)c2cc3ccccc3o2)C1c1ccc(N(C)C)cc1 (stereo not given),98.0,.,96.0,96.0,96.0,7,99.0,6.6,-5.2,100.0,24
O=C1CN(Cc2cc(=O)oc3cc4c(cc23)CCC4)CCN1,98.0,-1.9,96.0,97.0,99.0,9,106.0,21.7,-20.8,95.0,16
Cc1ccccc1NC(=S)N(CCN(C)C)C(C)c1ccco1 (stereo not given),102.0,14.2,103.0,101.0,100.0,15,99.0,12.4,-48.7,104.0,18
CCOC(=O)c1c(-c2ccccc2)csc1NC(=O)COc1ccc2c(C)cc(=O)oc2c1,99.0,.,100.0,99.0,100.0,5,103.0,-7.5,1.9,103.0,10
CC1CCCCC1NC(=O)C1CCN(S(=O)(=O)N2CCC3(CC2)OCCO3)CC1 (stereo not given),102.0,.,102.0,96.0,100.0,11,99.0,4.4,-8.3,102.0,27
N/C(=N/OS(=O)(=O)c1ccc([N+](=O)[O-])cc1)c1ccncc1,100.0,16.8,97.0,95.0,104.0,10,107.0,12.0,4.5,102.0,17
CCc1nnc(NC(=O)CSc2nnc(Cc3cccn3C)n2CCOC)s1,102.0,.,99.0,99.0,102.0,9,102.0,19.1,-32.3,107.0,19
O=C(CCN1C(=O)/C(=C/C=C/c2ccccc2)SC1=S)Nc1nc2ccccc2s1,95.0,-13.0,96.0,97.0,93.0,3,95.0,8.8,-2.6,97.0,10
# (listing goes on)
SMILES,HRas wt GTP bind,Pf gamet viab,Cdc42 wt,Rac1 mut GTP,Rab2A wt mod,Avidin bead fluor,Rab7 wt GTP bind,Mcl1 Noxa PPI,Mcl1-Bid inh,Rac1 wt GTP bind,GSH bead fluor
Cc1ccc(S(=O)(=O)N2CC=C(C(=O)NCc3ccc(F)cc3)CC2)cc1,99.0,.,100.0,99.0,102.0,7,98.0,-10.3,4.8,102.0,15
Cc1cc(NS(=O)(=O)c2ccc(NC(=O)NC(C)(C(F)(F)F)C(F)(F)F)cc2)no1,103.0,-22.4,103.0,99.0,104.0,12,103.0,24.4,-6.7,107.0,13
COc1ccc(OC)c(NC(=O)CSc2nnc(-c3cccnc3)s2)c1,96.0,10.1,99.0,94.0,99.0,9,104.0,0.3,-32.8,95.0,19
C(=N\n1c2ccccc2c2ccccc21)/c1ccccc1,100.0,-13.9,101.0,99.0,101.0,34,101.0,-3.7,-4.9,102.0,17
Oc1ccc(-c2cn3c(n2)SCC3)cc1O,101.0,21.5,102.0,100.0,99.0,0,99.0,95.2*,-133.6,104.0,34
CC(C)CNc1nc2c(c(=O)n(C)c(=O)n2C)n1Cc1cccc(Br)c1,101.0,-8.9,102.0,102.0,98.0,4,102.0,1.9,4.4,109.0,40
C/C(Cl)=C\Cn1c(NCCCn2ccnc2)nc2c1c(=O)n(C)c(=O)n2C,100.0,.,100.0,98.0,99.0,5,96.0,28.1,-25.3,100.0,31
CCOc1ccc(C=O)cc1CN1CCCCC1,101.0,10.7,103.0,99.0,99.0,4,95.0,8.6,-20.3,100.0,14
O=c1c(Br)c(N2CCOCC2)cnn1-c1ccccc1,97.0,-8.8,97.0,97.0,98.0,8,98.0,17.4,-11.5,98.0,22
CN(CC(=O)NCCc1ccccc1)S(=O)(=O)c1cccs1,104.0,.,103.0,102.0,103.0,10,107.0,0.4,-9.4,109.0,10
CCOC(=S)SCC(=O)N1CCc2cc(OC)c(OC)cc2C1C1C(=O)CC(C)(C)CC1=O (stereo not given),99.0,7.5,102.0,97.0,100.0,12,99.0,2.3,-46.0,104.0,7
